U2OS ROS induce: raises reactive oxygen species in U2OS cancer cells; U2OS ROS induction, H2DCF-DA fluorescence; ROS induction (% of piperlongumine), % at 10 µM; 46,000 tested, 2% active; AID 624156; in the data active = ROS induction above about 79%, passing the limit was not always enough; inconclusive = no clear call, values can overlap the other calls;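 note: 0% = DMSO vehicle median and 100% = reference compound median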
* hit, by the source's call; ? = inconclusive. These rows are one share of the data, so the mix of outcomes need not match the whole.

Start of the listing, in advance, 12 compounds:
SMILES	U2OS ROS induce
O=C(O)C1CCCCC1C(=O)NCCc1ccncc1 (stereo not drawn)	-18
Cc1ccc([N+](=O)[O-])c(OCCCSc2ncccn2)c1	-5
O=C(O)COc1ccc(C(=O)Nc2ccc(F)cc2)cc1	?
COC(=O)C1Sc2[nH]c(=O)sc2C(c2ccc(OC)cc2)C1C(=O)OC (stereo not drawn)	13
O=C(O)CC1(CC(=O)Nc2cc3ccccc3cn2)CCCCC1	5
C[C@@H]1CN([C@@H](C)CO)C(=O)c2cc(NS(=O)(=O)c3ccc(F)cc3)ccc2O[C@H]1CN(C)C(=O)Nc1ccc(F)cc1	-8
C[C@H](CO)N1C[C@H](C)[C@H](CN(C)S(=O)(=O)c2ccc(F)cc2)Oc2ccc(NC(=O)Nc3ccc(F)cc3)cc2CC1=O	-4
O=C1N=c2ccccc2=C1c1sc(NS(=O)(=O)c2ccccc2)nc1O	25
CCN(C(=O)c1ccc2c(SCC(=O)O)c3c(nc2c1)CCC3)c1cc(Cl)ccc1OC	-5
COc1ccc(S(=O)(=O)N(C)C[C@H]2Oc3ccc(NC(=O)CCC(F)(F)F)cc3C(=O)N([C@@H](C)CO)C[C@H]2C)cc1	2
Cc1noc(C)c1NC(=O)N(C)C[C@@H]1OCCCC[C@@H](C)Oc2ccc(NC(=O)Nc3ccc(C(F)(F)F)cc3)cc2C(=O)N([C@H](C)CO)C[C@@H]1C	-19
CSc1nnc(-c2ccccc2N)c(=O)[nH]1	2

The listing, previewed entries included:
SMILES	U2OS ROS induce
O=C(O)C1CCCCC1C(=O)NCCc1ccncc1 (stereo not drawn)	-18
Cc1ccc([N+](=O)[O-])c(OCCCSc2ncccn2)c1	-5
O=C(O)COc1ccc(C(=O)Nc2ccc(F)cc2)cc1	?
COC(=O)C1Sc2[nH]c(=O)sc2C(c2ccc(OC)cc2)C1C(=O)OC (stereo not drawn)	13
O=C(O)CC1(CC(=O)Nc2cc3ccccc3cn2)CCCCC1	5
C[C@@H]1CN([C@@H](C)CO)C(=O)c2cc(NS(=O)(=O)c3ccc(F)cc3)ccc2O[C@H]1CN(C)C(=O)Nc1ccc(F)cc1	-8
C[C@H](CO)N1C[C@H](C)[C@H](CN(C)S(=O)(=O)c2ccc(F)cc2)Oc2ccc(NC(=O)Nc3ccc(F)cc3)cc2CC1=O	-4
O=C1N=c2ccccc2=C1c1sc(NS(=O)(=O)c2ccccc2)nc1O	25
CCN(C(=O)c1ccc2c(SCC(=O)O)c3c(nc2c1)CCC3)c1cc(Cl)ccc1OC	-5
COc1ccc(S(=O)(=O)N(C)C[C@H]2Oc3ccc(NC(=O)CCC(F)(F)F)cc3C(=O)N([C@@H](C)CO)C[C@H]2C)cc1	2
Cc1noc(C)c1NC(=O)N(C)C[C@@H]1OCCCC[C@@H](C)Oc2ccc(NC(=O)Nc3ccc(C(F)(F)F)cc3)cc2C(=O)N([C@H](C)CO)C[C@@H]1C	-19
CSc1nnc(-c2ccccc2N)c(=O)[nH]1	2
CCCNC(=O)c1[nH]c2ccccc2c1Sc1ccc(C)cc1	-3
O=C1c2ccccc2NC(c2ccccc2)N1N=C1CCCCCC1 (stereo not drawn)	96*
C[N+]1(C)CCCC(OC(=O)C(O)(c2ccccc2)c2ccccc2)C1 (stereo not drawn)	-11
Cc1cc(C)c(Cn2nc(C(C)(C)C)cc2C(=O)NN2CCOCC2)c(C)c1	10
C[C@H]1CN([C@@H](C)CO)C(=O)Cc2cc(NC(=O)Nc3ccccc3)ccc2O[C@H]1CN(C)C(=O)Nc1ccc2c(c1)OCO2	-1
CC1(C)CC(C)(c2ccccc2)c2cc(SC#N)ccc2N1 (stereo not drawn)	114*
CC(C)(C)NC(=S)NCc1ccccc1	-8
C[C@@H]1CCCCO[C@H](CN(C)C(=O)c2ccccc2)[C@@H](C)CN([C@H](C)CO)C(=O)c2cc(NC(=O)c3ccccc3)ccc2O1	7
O=C(O)c1cc(N(Cc2ccccc2O)Cc2ccccc2O)ccc1O	-13
O=C(Nc1ccccc1Cl)c1cc2ccccc2cc1O	23
COc1ccc(NC(=O)N(C)C[C@@H]2Oc3ccc(NS(C)(=O)=O)cc3CC(=O)N([C@@H](C)CO)C[C@@H]2C)cc1	-4
C[C@@H]1CN([C@H](C)CO)C(=O)c2cccc(NC(=O)Nc3ccc(F)cc3)c2O[C@@H]1CN(C)Cc1ccc(C(=O)O)cc1	-6
CC(C)c1ccc2[nH]c3c(c2c1)CCC/C3=N\O	-29
Cc1c(Cc2ccccc2)c(=O)oc2cc(OCc3ccc(C(=O)O)cc3)ccc12	74
C[C@@H]1CN([C@@H](C)CO)C(=O)c2cc(NC(=O)CCC(F)(F)F)ccc2O[C@H]1CN(C)Cc1ccc(Cl)c(Cl)c1	18
C[C@H](CO)N1C[C@H](C)[C@H](CN(C)Cc2ccc(C(=O)Nc3ccccc3N)cc2)Oc2ccc(NC(=O)Nc3ccc4c(c3)OCO4)cc2C1=O	6
Cc1ccc(S(=O)(=O)Nc2ccc3c(c2)C(=O)N([C@@H](C)CO)C[C@H](C)[C@@H](CN(C)Cc2ccc(Cl)c(Cl)c2)O3)cc1	13
CCOc1ccc(NC(=O)Cn2cc(C(=O)OC)c3ccccc32)cc1	-3
C1CCN(C2=NCCS2)CC1	-9
CC(=O)OC[C@@]12C(=O)C[C@@H](C)[C@]3(C[C@@H](c4ccoc4)OC3=O)[C@H]1CC[C@H](OC(C)=O)[C@]21CO1	-7
O=C(CSc1nc(O)cc(=O)[nH]1)Nc1cc(Cl)cc(Cl)c1	-1
CN(C)CCN(C)Cc1cc([N+](=O)[O-])ccc1O	-4
CC(=O)c1ccc(-n2c(CCC(=O)O)ccc2-c2ccc(Br)cc2)cc1	8
COc1ccc(NC(=O)CN(C)S(=O)(=O)c2ccc(C)cc2)cc1	-7
O=C(Cc1ccccc1)NC1CCN(C(=O)C2CCC2)CC1	-8
C[C@@H]1CN([C@@H](C)CO)C(=O)c2cccc(NS(=O)(=O)c3ccc(F)cc3)c2O[C@@H]1CN(C)Cc1ccccc1	58
O=C1OCCN/C1=C\C(=O)c1ccccc1	2
COC(=O)CCCCCCC(=O)N/N=C/c1ccc2c(c1)Cc1ccccc1-2	8
CCCc1c(C(=O)NCc2ccc3c(c2)OCO3)cnn1-c1ccccc1	4
C[C@@H]1CN([C@@H](C)CO)C(=O)c2cccc(NS(=O)(=O)c3cn(C)cn3)c2O[C@@H]1CN(C)C(=O)Nc1ccc(F)cc1	-15
O=C(c1ccc2c(c1)C(=O)c1ccccc1-2)c1ccccc1Br	4
C[C@H](CO)N1C[C@H](C)[C@H](CN(C)S(=O)(=O)c2ccccc2)Oc2ccc(NC(=O)Nc3ccccc3)cc2CC1=O	1
COc1ccccc1S(=O)(=O)N(C)C[C@H]1OCc2cnnn2CCCC(=O)N([C@H](C)CO)C[C@@H]1C	-4
C[C@@H]1CN([C@@H](C)CO)C(=O)c2cccc(NC(=O)Nc3ccc(C(F)(F)F)cc3)c2O[C@@H]1CN(C)S(=O)(=O)c1cn(C)cn1	2
COc1ccc(NC(=O)Nc2ccc3c(c2)C(=O)N([C@H](C)CO)C[C@H](C)[C@@H](CN(C)CC2CCCCC2)O3)cc1	-1
C[C@@H]1CN([C@@H](C)CO)C(=O)c2cc(NS(=O)(=O)c3ccc(Cl)cc3)ccc2O[C@@H]1CN(C)S(=O)(=O)c1cn(C)cn1	2
CC(=O)N1c2ccccc2C=Cc2ccccc21	21
C[C@@H]1CN([C@@H](C)CO)C(=O)c2cc(NC(=O)Nc3ccccc3)ccc2O[C@H]1CN(C)C(=O)Nc1ccccc1	-5
C[C@@H]1CN([C@@H](C)CO)C(=O)c2cccc(NC(=O)Nc3ccccc3)c2O[C@@H]1CN(C)C(=O)Nc1cccc2ccccc12	33
CSc1nc2c(sc3ccccc32)c(=O)n1-c1ccc(C)cc1	1
O=C(CSc1nnc(-c2ccccc2)n1-c1ccccc1)Nc1ccc(Br)c(Cl)c1	-15
C[C@H](CO)N1C[C@H](C)[C@H](CN(C)S(=O)(=O)c2cn(C)cn2)Oc2c(NC(=O)C3CCCCC3)cccc2C1=O	-15
CS(=O)(=O)N(CC(=O)Nc1ccccc1C(=O)N1CCOCC1)c1cc(C(F)(F)F)ccc1Cl	6
C[C@H]1CN([C@@H](C)CO)C(=O)c2cccc(NC(=O)C3CC3)c2O[C@@H]1CN(C)S(=O)(=O)c1ccc(F)cc1	0
C[C@@H]1CN([C@H](C)CO)C(=O)Cc2cc(NC(=O)CCCN(C)C)ccc2O[C@@H]1CN(C)Cc1ccc(Oc2ccccc2)cc1	14
COc1ccc(S(=O)(=O)N(C)C[C@@H]2Oc3ccc(NC(=O)CCCCCC(=O)Nc4ccccc4N)cc3C(=O)N([C@@H](C)CO)C[C@@H]2C)cc1	16
COc1ccc(Cl)cc1NC(=O)CSc1nnc(-c2ccccc2)n1-c1ccc(C)cc1	5
COc1ccc(S(=O)(=O)Nc2cccc3c2O[C@H](CN(C)Cc2ccncc2)[C@@H](C)CN([C@@H](C)CO)C3=O)cc1	11
Additional entries follow:
SMILES	U2OS ROS induce
CC(C)NC(=O)Nc1cccc2c1O[C@H](CN(C)Cc1ccncc1)[C@H](C)CN([C@@H](C)CO)C2=O	-8
S=C(Nc1ccc2c(c1)OCCO2)Nc1ccccc1N1CCOCC1	-8
Cc1noc(C)c1NC(=O)Nc1cccc2c1O[C@@H](CN(C)C(=O)Nc1cccc3ccccc13)[C@H](C)CN([C@H](C)CO)C2=O	-11
Cc1noc(C)c1NC(=O)N(C)C[C@@H]1Oc2ccc(NC(=O)C3CC3)cc2C(=O)N([C@H](C)CO)C[C@H]1C	3
Cc1ccc(CC(=S)N2CCOCC2)cn1	-2
O=C(Nc1ccccc1C(=O)N1CCN(Cc2ccccc2)CC1)c1ccccn1	15
CCCCS(=O)(=O)NC1=NCN(CCO)CN1	41
O=C(c1ccc(Oc2ccccc2)cc1)c1coc2ccc(O)cc12	61
C[C@H]1CN([C@@H](C)CO)C(=O)c2cccc(NC(=O)c3ccncc3)c2O[C@H]1CN(C)Cc1ccncc1	9
Cc1ccc(S(=O)(=O)N(C)C[C@H]2Oc3ccc(NC(=O)Cc4cn(C)c5ccccc45)cc3CC(=O)N([C@H](C)CO)C[C@H]2C)cc1	?
COc1ccc(C2NC(=S)NC(C)=C2C(N)=O)cc1 (stereo not drawn)	-11
COc1cccc(S(=O)(=O)NCc2ccc(C(=O)Nc3ccc(Br)cc3F)cc2)c1	-5
COc1ccc(NC(=O)N(C)C[C@@H]2OCCCC[C@@H](C)Oc3ccc(NC(=O)Nc4ccc5c(c4)OCO5)cc3C(=O)N([C@H](C)CO)C[C@@H]2C)cc1	118*
Cc1cccc(S(=O)(=O)NC(C(=O)O)C(C)C)c1 (stereo not drawn)	-4
COC(=O)c1ccc(NC(=O)CSc2nnc(-c3cccs3)n2-c2ccc(OC)cc2)cc1	10
CCOc1cccc(-c2nnc(SCC(=O)Nc3c(C)cccc3C)n2C)c1	3
COc1ccc(NC(=O)Cn2cnc3ccccc3c2=O)cc1	-8
C[C@@H]1CN([C@H](C)CO)C(=O)CCCn2nncc2CO[C@@H]1CN(C)C(=O)Nc1ccc2c(c1)OCCO2	18
C[C@H]1CN([C@@H](C)CO)C(=O)c2cccc(NS(=O)(=O)c3ccccc3)c2O[C@H]1CN(C)C(=O)Nc1ccc(C(F)(F)F)cc1	4
C[C@H]1CN([C@@H](C)CO)C(=O)Cc2cc(NS(C)(=O)=O)ccc2O[C@H]1CN(C)C(=O)Nc1cccc2ccccc12	5
COc1ccc(NC(=O)Nc2ccc3c(c2)C(=O)N([C@@H](C)CO)C[C@@H](C)[C@H](CN(C)S(=O)(=O)c2ccc(Cl)cc2)O3)cc1	7
CCCSc1ccc2nc(NC(=O)OC)[nH]c2c1	48
C[C@@H]1CN([C@H](C)CO)C(=O)c2cccc(NC(=O)Nc3ccc(F)cc3)c2O[C@H]1CN(C)S(=O)(=O)c1ccc(F)cc1	-3
Cc1ccc(S(=O)(=O)Nc2ccc3c(c2)CC(=O)N([C@@H](C)CO)C[C@H](C)[C@H](CN(C)Cc2ccncc2)O3)cc1	26
COc1ccc2oc(=O)c(C(=O)NCc3ccco3)cc2c1	-16
O=C(CCn1cccc1)NCC1COc2ccccc2O1 (stereo not drawn)	3
C[C@H](CO)N1C[C@H](C)[C@@H](CN(C)C(=O)Nc2cccc3ccccc23)Oc2c(NC(=O)C3CCCCC3)cccc2C1=O	-7
CC(=O)N1CCN(c2nc3ccc(Cl)cc3s2)CC1	20
CCc1ccc(-n2c(SCC(=O)c3ccc(Cl)cc3)nnc2-c2ccncc2)cc1	34
C[C@@H]1CN([C@@H](C)CO)C(=O)c2cc(NS(=O)(=O)c3cn(C)cn3)ccc2O[C@H]1CN(C)Cc1ccc(Cl)c(Cl)c1	-6
Cc1cc(NC(=O)/C=C/c2ccc(F)cc2)no1	6
CC(=O)Oc1ccc(C(=O)NCc2nc(-c3ccccc3)no2)cc1	-8
C[C@@H]1CN([C@H](C)CO)C(=O)c2cc(NS(=O)(=O)c3ccccc3)ccc2O[C@@H]1CN(C)C(=O)Nc1ccc2c(c1)OCO2	-5
C[C@@H]1CN([C@@H](C)CO)C(=O)CCCn2cc(nn2)CO[C@@H]1CN(C)C(=O)Nc1ccc2c(c1)OCCO2	-6
CCC(=O)c1cc2ccccc2oc1=O	-13
C[C@@H]1CN([C@@H](C)CO)C(=O)c2cc(NS(=O)(=O)c3ccccc3)ccc2O[C@@H]1CN(C)Cc1ccc(C(F)(F)F)cc1	12
CC(=O)Nc1ccc(NC(=O)CSc2nccc(=O)[nH]2)cc1	2
C[C@@H]1CN([C@@H](C)CO)C(=O)c2cccc(NS(=O)(=O)c3ccc(F)cc3)c2O[C@@H]1CN(C)C(=O)Nc1cccc2ccccc12	-4
Cc1c(Br)c([N+](=O)[O-])nn1CC(=O)Nc1ccc(C#N)cc1	-4
CC(C)=CCC[C@@H](C)C/C=N/NC(=O)c1ccc(C(=O)NO)cc1	17
CCC1Oc2ccc(C)cc2N(CC(=O)NC(C)CCc2ccccc2)C1=O (stereo not drawn)	4
O=C(COc1ccc(Br)cc1C(=O)Nc1ccc(Cl)cc1)NC1CC1	-10
